Source: PubChem
NF-kB expr up: compounds increasing NF-kB expression in human neuronal cells. NF-kB reporter expression; active compounds read high. hit rate 1.6% among 190,000. AID 1239. fold change at 12.5 µM; in the data active = fold change above about 3.3
Hsp70 act: Hsp70 transcriptional activation, primary screen | HeLa Hsp70 promoter luciferase reporter, luminescence; scaled: vehicle 0, proteasome-inhibitor control 100% | activation, % at 10 µM | hit rate 0.04% among 200,000 | AID 1203;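 active = activation above the mean across all tested compounds plus 3 SD, cutoff set per campaign, cut at about 5.5% in these data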;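 note: 100% = MG132 at 30 µM as the positive control and 0% = DMSO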
Efa HMGR inh: blocks class II HMG-CoA reductase of Enterococcus faecalis; purified E. faecalis HMGR, NADPH absorbance 340 nm kinetic; inhibition, % at 10 µM; hit rate 0.41% among 190,000; AID 1066;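 active = inhibition above a set limit, the median over all tested compounds plus 3 SD, cut at about 9.5% in these data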;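 note: enzyme runs in reverse so mevalonate oxidation gives rising NADPH absorbance; 0% = complete reaction with DMSO and 100% = background rate lacking mevalonate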
FLuc inhib CS: inhibits firefly luciferase, flagging false hits in luciferase inhibition screens. AID 1006. inhibition, % at 10 µM. ATPLite firefly luciferase biochemical luminescence, 10 min. hit rate 1.5% among 200,000;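 active = inhibition above about 50% when tested at 10 µM, limit read from the data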
Target sequence (P08659 whole entry, looked up): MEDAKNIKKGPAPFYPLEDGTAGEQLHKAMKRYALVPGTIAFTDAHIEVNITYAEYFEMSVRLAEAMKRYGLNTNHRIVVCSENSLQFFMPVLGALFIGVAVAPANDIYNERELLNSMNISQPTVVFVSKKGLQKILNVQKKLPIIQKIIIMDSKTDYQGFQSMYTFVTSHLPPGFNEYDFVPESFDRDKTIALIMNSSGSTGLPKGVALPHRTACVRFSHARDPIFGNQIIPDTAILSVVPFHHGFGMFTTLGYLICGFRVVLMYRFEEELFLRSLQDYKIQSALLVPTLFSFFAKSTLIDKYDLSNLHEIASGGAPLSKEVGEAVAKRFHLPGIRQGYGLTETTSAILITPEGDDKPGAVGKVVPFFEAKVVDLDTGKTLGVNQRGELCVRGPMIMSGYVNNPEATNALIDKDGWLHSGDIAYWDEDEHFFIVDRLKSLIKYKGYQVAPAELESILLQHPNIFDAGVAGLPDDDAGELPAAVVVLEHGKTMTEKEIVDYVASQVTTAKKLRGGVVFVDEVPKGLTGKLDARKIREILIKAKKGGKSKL
STAT1 activator: activators of IFN-gamma induced STAT1 signaling; NIH 3T3 STAT1-luciferase reporter, luminescence; 100% = IFN-gamma alone, no compound; activation (% of control), % at 5.5 µM; hit rate 2.6% among 200,000; AID 932;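 active = activation above the screen-wide mean activation plus 3 SD, cut at about 130% in these data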;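 note: raw ratio to IFN-gamma control signal so 100% means no change and 0% no light; values of inactives mirror those of a sister screen read the other way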
FLuc act counter: firefly luciferase counter-screen for stimulation assays. P08659. ATPlite luciferase biochemical, luminescence, 10 min; 0 = ATP-free wells, 1 = DMSO control. activation factor at 10 µM. 200,000 tested, under 10 active;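 active = luciferase activation factor, scaled between plate controls, of at least 2 with compound at 10 µM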
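assay system = Luciferase/luciferin detection reagent, cell-free biochemical luciferase assay | also added = ATP substrate | times = 10 min post-reagent at room temperature | measured by = luminescence from luciferase reaction | measure = luciferase activation, seen as luminescence increase over controls | benchmarks = low control with PBS replacing ATP, high control enzyme plus ATP without compound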
G6PDH CS: inhibits Leuconostoc G6PDH, flagging false hits in G6PDH-based assays. inhibition, % at 5 µM. Purified L. mesenteroides G6PDH, diaphorase/resazurin coupled fluorescence, 45 min. hit rate 0.12% among 200,000; in the data active = inhibition above about 50%
APP transl inh: APP translation inhibition | SH-SY5Y APP 5'UTR-luciferase reporter, luminescence | AID 1285 | inhibition, % at 2 µM | hit rate 0.82% among 190,000;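 active = inhibition above a set limit, derived from the sample mean plus 3 SD, cut at about 45% in these data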; note: values of inactives mirror those of a sister screen read the other way
Redox H2O2 prof: compounds producing H2O2 with reducing agent – biochemical, NIH compound library profiling, artefact control for MLSCN library redox annotation, primary screen; AID 878; hit rate 0.03% among 200,000; activation, % at 10 µM; DTT-dependent redox cycling H2O2, phenol red/HRP absorbance; 100% = 100 µM peroxide control, 0% = buffer;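 active = activation of at least 50% relative to the plate's high and low controls in the primary single-dose screen; inactive = activation below 50%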;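 note: compound incubated with DTT at 0.8 mM final as the reducing agent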
APP 5'UTR act: activates APP 5'UTR luciferase reporter; AID 1276; hit rate 1% among 190,000; SH-SY5Y APP 5'UTR luciferase reporter, luminescence; zero percent = DMSO vehicle wells; activation, % at 2 µM;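 active = activation above a set limit, based on mean plus 3 SD of controls, cut at about 140% in these data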; note: values of inactives mirror those of a sister screen read the other way
Starred values were filed as active, the others as inactive; . = not tested or not shown; & = joins results of further samples.

Sequence of screens – NF-kB expr up | Hsp70 act | Efa HMGR inh | FLuc inhib CS | STAT1 activator | FLuc act counter | G6PDH CS | APP transl inh | Redox H2O2 prof | APP 5'UTR act
CC(C)CN(C(=O)CSc1nnc(-c2ccco2)o1)c1c(N)n(Cc2ccccc2)c(=O)[nH]c1=O
 : 0.95 | -0.3 | 0 | -2 | 98 | 1 | 8 | -4 | 0.0 | 4
O=C(COC(=O)COc1ccccc1[N+](=O)[O-])NC1CCCC1
 : 1.1 | -0.2 | 0 | -9 | 99 | 1.1 | 7 | . | -0.4 | .
O=C1CC(c2ccccc2)CC(O)=C1C=NCCN1CCN(C(=O)Nc2ccccc2)CC1 (configuration not stated)
 : 1.3 | -0.4 | -5 | -2 | 100 | 1 | 2 | 8 | -1.2 | -8
c1csc(-n2nc3ccccc3n2)c1
 : 1.2 | 0.5 | 0 | 3 | 102 | 1 | 3 | -12 | 0.8 | 12
Cc1nnc(NC(=O)CSc2nnc(NC(=O)C(C)(C)C)s2)s1
 : 1.2 | -0.3 | -1 | -3 | 104 | 1 | 5 | 2 | -0.6 | -2
COC(=O)CCC(NC(=O)c1cc(C)oc1C)C(=O)OC (configuration not stated)
 : 1.2 | -0.2 | -3 | -5 | 100 | 1 | 7 | -9 | -0.5 | 9
CCOC1(OCC)C(c2ccc(N)cc2)C(C#N)(C#N)C1(OCC)OCC (configuration not stated)
 : 1.1 | -0.2 | 1 | -2 | 103 | 1 | 2 | 5 | -3.3 | -5
CC(C)(C)NC(=O)COC(=O)c1ccc(S(=O)(=O)N2CCCCCC2)cc1
 : 0.92 | -0.3 | 0 | -7 | 104 | 1.1 | 5 | -5 | 0.6 | 5
O=C(O)C1CCCN1C(=O)Nc1ccccc1 (configuration not stated)
 : 0.99 | -0.1 | -3 | -3 | 99 | 1 | 11 | 17 | -0.7 | -17
O=C(C1=C[C@@H](C2CC2)C[C@@H](OCCCCO)O1)N1CCN(Cc2ccccc2)CC1
 : 0.93 | 0.0 | -3 | -5 | 95 | 1 | 8 | -15 | -1.2 | 15
CCOC(=O)c1sc2nccc(N(C)C)c2c1N=CNOCc1c(F)cccc1Cl
 : 1 | -0.4 | -2 | -8 | 98 | 1.1 | 4 | 1 | 0.2 | -1
c1ccc2c(c1)C(=NCC1CCCO1)NC2=NCC1CCCO1 (configuration not stated)
 : 1.3 | -0.5 | 1 | 0 | 99 | 1 | 9 | 11 | 0.2 | -11
CC(C)(C)SCCNC(=O)CN(c1ccc(F)c(Cl)c1)S(C)(=O)=O
 : 0.99 | 0.3 | -4 | -7 | 97 | 1.1 | 9 | 12 | 0.6 | -13
O=C(CSc1ccccn1)N1CCN(c2ccc(Cl)cc2)CC1
 : 0.86 | -0.2 | 0 | -6 | 103 | 1.1 | -1 | -10 | 0.2 | 10
COc1ccc(-c2ccc(CCC(=O)O)o2)cc1
 : 1.3 | -0.1 | -4 | -1 | 97 | 1 | 13 | -26 | -0.1 | 26
CCc1nc2c3cnn(-c4cc(Cl)ccc4C)c3ncn2n1
 : 0.94 | -0.3 | -3 | 0 | 98 | 1 | 5 | -6 | 2.1 | 6
CCC1CCC(c2nnc(-c3ccc([N+](=O)[O-])cc3)o2)CC1 (configuration not stated)
 : 1.5 | -0.3 | -3 | -8 | 107 | 1.1 | -13 | 1 | -0.3 | -1
Cc1nc2cc(-c3cccc(F)c3)nn2c(C)c1CCC(=O)NC(C)c1ccc2c(c1)OCCO2 (configuration not stated)
 : 0.43 | -0.2 | 3 | -14 | 99 | 1.1 | 14 | -6 | 0.8 | 6
CO/N=C/NC(=O)NOCc1ncc(C(F)(F)F)cc1Cl
 : 1.1 | -0.3 | -3 | 1 | 93 | 1 | 0 | -17 | 0.3 | 17
O=C(Nc1ccc([N+](=O)[O-])cc1)Nc1ccc2[nH]c(=O)[nH]c2c1
 : . | 0.0 | -4 | -1 | 108 | 1 | -10 | 0 | -1.2 | 0
CCCc1nnc(NC(=O)CCC(=O)O)s1
 : 1.4 | -0.2 | -9 | 4 | 104 | 1 | 10 | 12 | -2.1 | -11
O=C(CC1Sc2ccccc2NC1=O)Nc1cccc(-c2nnc3n2CCCCC3)c1 (configuration not stated)
 : 0.83 | -0.1 | 2 | . | 113 | . | . | 0&15 | 2.6 | 0&-15
Cc1ccccc1NC(=O)COC(=O)C1(C)CC1(Cl)Cl (configuration not stated)
 : 1.2 | -0.2 | 0 | 7 | 99 | 0.9 | -1 | -12 | 0.2 | 12
Cc1ccc(C(=O)Nc2nc(=O)n(C(=O)c3ccccc3Cl)s2)cc1
 : 1.2 | 0.1 | 3 | 18 | 141* | 0.8 | 13 | -25 | 0.3 | 25
O=C(CN1C(=O)c2ccccc2C1=O)Nc1ccc2c(c1)OCO2
 : 1.3 | 0.7 | -1 | -5 | 106 | 1 | -6 | 1 | 0.3 | -1
C=CCNc1nnc(Cl)c2ccccc12
 : 1.2 | -0.3 | 1 | -5 | 101 | 1 | -14 | 1 | 2.5 | -1
Cc1nn(Cc2c(F)c(F)c(F)c(F)c2F)c(C)c1NC(=O)c1cccc(COc2ccccc2Cl)c1
 : 2.1 | -0.1 | -4 | -5 | 104 | 1.1 | 2 | -151 | 15 | 151*
CCOC(=O)c1sc(NC(=O)/C=C/c2ccccc2)nc1C
 : 1.3 | -0.3 | -5 | 0 | 105 | 1 | -3 | -34 | -0.2 | 34
COc1ccc(C(=O)COC(=O)CCc2nc3ccccc3[nH]c2=O)cc1Br
 : 1.2 | -0.1 | -1 | -3 | 98 | 1 | -3 | -19 | -0.1 | 19
O=C(CNC(=O)c1ccco1)OCC(=O)c1ccc(Cl)cc1Cl
 : 0.49 | 0.0 | 0 | -5 | 103 | 1.1 | 10 | 11 | -0.5 | -11

Pulled by structure from above, four records:
Sequence of screens – NF-kB expr up | Hsp70 act | Efa HMGR inh | FLuc inhib CS | STAT1 activator | FLuc act counter | G6PDH CS | APP transl inh | Redox H2O2 prof | APP 5'UTR act
C=CCNc1nnc(Cl)c2ccccc12
 : 1.2 | -0.3 | 1 | -5 | 101 | 1 | -14 | 1 | 2.5 | -1
O=C(CSc1ccccn1)N1CCN(c2ccc(Cl)cc2)CC1
 : 0.86 | -0.2 | 0 | -6 | 103 | 1.1 | -1 | -10 | 0.2 | 10
CCCc1nnc(NC(=O)CCC(=O)O)s1
 : 1.4 | -0.2 | -9 | 4 | 104 | 1 | 10 | 12 | -2.1 | -11
Cc1ccccc1NC(=O)COC(=O)C1(C)CC1(Cl)Cl (configuration not stated)
 : 1.2 | -0.2 | 0 | 7 | 99 | 0.9 | -1 | -12 | 0.2 | 12

The main list resumes with the 2 entries that preceded the break.
Sequence of screens – NF-kB expr up | Hsp70 act | Efa HMGR inh | FLuc inhib CS | STAT1 activator | FLuc act counter | G6PDH CS | APP transl inh | Redox H2O2 prof | APP 5'UTR act
COc1ccc(C(=O)COC(=O)CCc2nc3ccccc3[nH]c2=O)cc1Br
 : 1.2 | -0.1 | -1 | -3 | 98 | 1 | -3 | -19 | -0.1 | 19
O=C(CNC(=O)c1ccco1)OCC(=O)c1ccc(Cl)cc1Cl
 : 0.49 | 0.0 | 0 | -5 | 103 | 1.1 | 10 | 11 | -0.5 | -11
Cc1ccccc1CNC(=O)c1ccccc1C(=O)O
 : 1.3 | -0.2 | 0 | -1 | 104 | 1 | -2 | -12 | -0.4 | 12
CCOC(=O)C1CN(S(=O)(=O)c2ccccc2)CCN1S(=O)(=O)c1ccccc1 (configuration not stated)
 : 0.89 | -0.4 | -2 | -4 | 99 | 1 | 11 | 13 | 0.2 | -13
COc1ccc(N2CC(C(=O)N/N=C/c3cc([N+](=O)[O-])ccc3O)CC2=O)cc1 (configuration not stated)
 : 0.86 | -0.1 | -6 | 0 | 95 | 1 | -6 | -6 | -0.3 | 5
COc1ccccc1CC(=O)Nc1ccc(OC)c(OC)c1
 : 1 | -0.1 | -8 | -7 | 96 | 1.1 | -13 | -25 | 1.6 | 25
Cc1ccccc1Cn1cc(NC(=O)c2cc(-c3ccco3)on2)cn1
 : 1.4 | -0.2 | -2 | 7 | 92 | 0.9 | 3 | -17 | 0.1 | 17
COc1ccc(/C=N/NC(=O)c2ccc(C)cc2)cc1CN1CCN(c2ccc(F)cc2)CC1
 : 1 | 0.0 | -1 | -8 | 100 | 1.1 | 0 | -6 | -4.2 | 6
CC(C)CNC(=O)c1cc(-c2ccc(Cl)c(Cl)c2)on1
 : 1.8 | -0.3 | -1 | 2 | 109 | 1 | 11 | -10 | 5.8 | 10
COc1cc2c(cc1OC)-c1nnc(-c3ccco3)n1C1(CCCC1)C2
 : 0.95 | -0.3 | -4 | -5 | 96 | 1 | 0 | -4 | 0.7 | 4
O=C(c1cc2c(s1)CCCC2)N1CCN(c2ccccc2)CC1
 : 1.3 | -0.3 | -2 | 1 | 106 | 1 | 3 | -15 | -0.1 | 15
CCCc1cc(=O)[nH]c(Nc2ccc(OC)c(Cl)c2)n1
 : 1 | -0.1 | -3 | -6 | 99 | 1.1 | -15 | -9 | 0.0 | 9
COc1ccc2cc3cc(C(=O)NCc4cccnc4)oc3nc2c1
 : 1.5 | 0.2 | -3 | 1 | 111 | 1 | -3 | -9 | -0.5 | 9
CCNC(=O)NC(=O)CSc1cccc(C(F)(F)F)c1
 : 1.1 | -0.3 | 2 | -9 | 100 | 1.1 | 20 | 4 | -0.6 | -4
O=C(NCCc1ccccc1)c1nc2c(nnn2Cc2ccccc2Cl)c(=O)[nH]1
 : 1.1 | -0.2 | -4 | -4 | 106 | 1 | 3 | -14 | 0.1 | 14
O=C(/C=C/c1ccc(S(=O)(=O)N2CCOCC2)cc1)NCc1ccccc1Cl
 : 0.81 | -0.3 | -5 | 0 | 93 | 1 | 6 | 6 | 0.1 | -6
CCCCCSc1nc(C)c(CC(=O)O)c(=O)[nH]1
 : 0.95 | -0.5 | 1 | -5 | 95 | 1.1 | 4 | -24 | -0.2 | 24
c1cnc2c(OCc3nc4ccccc4[nH]3)cccc2c1
 : 2.7 | 0.0 | -3 | 27 | 144* | 0.7 | -2 | -55 | 0.6 | .
O=C(CCNC(=O)c1ccc(Br)o1)NCc1ccccn1
 : 1.1 | -0.1 | -13 | -4 | 106 | 1 | 1 | -2 | -0.3 | 2
COc1cccc(NC(=O)CSc2nc3ccccc3c(=O)n2CCCC(=O)NCCCN2CCOCC2)c1
 : 0.9 | -0.3 | 1 | -7 | 102 | 1.1 | 3 | -19 | -0.3 | 19
CCCc1n[nH]c2c1/C(=N/O)CC(c1ccccc1)C2 (configuration not stated)
 : 1.2 | -0.5 | 4 | -2 | 96 | 1 | -2 | -28 | 0.3 | 28
COc1ccc(/C=C/C(=O)OC2CCCN(C)C2)cc1 (configuration not stated)
 : 1.7 | -0.1 | -3 | 0 | 110 | 1 | 2 | -22 | -1.1 | 22
O=C(/C(Br)=C/Nc1cc(Cl)ccc1Cl)C(F)(F)F
 : 1.3 | -0.1 | -1 | -7 | 113 | 1.1 | 8 | -1 | -0.2 | 1
OCCC1CN(Cc2nc(-c3ccccc3)cs2)CCN1Cc1ccc(F)cc1 (configuration not stated)
 : 0.84 | 0.3 | -2 | -7 | 101 | 1.1 | 17 | -10 | -0.9 | 10
